# DSG3 Ab inh: inhibitors of pemphigus antibody binding to human desmoglein-3; P32926; DSG3-coupled beads, scFv-anti-DSG3-GFP binding, flow cytometry; stronger effect = lower value; binding (percent of control), % at 10 µM; actives 0.48% (n = 310,000);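 active means binding more than 3 SD below its plate's average and above zero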;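 further: hits lower antibody fragment binding to DSG3; some compounds called inactive have numbers as strong as hits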
# Target sequence (P32926 whole entry, looked up, the tested form may be a part): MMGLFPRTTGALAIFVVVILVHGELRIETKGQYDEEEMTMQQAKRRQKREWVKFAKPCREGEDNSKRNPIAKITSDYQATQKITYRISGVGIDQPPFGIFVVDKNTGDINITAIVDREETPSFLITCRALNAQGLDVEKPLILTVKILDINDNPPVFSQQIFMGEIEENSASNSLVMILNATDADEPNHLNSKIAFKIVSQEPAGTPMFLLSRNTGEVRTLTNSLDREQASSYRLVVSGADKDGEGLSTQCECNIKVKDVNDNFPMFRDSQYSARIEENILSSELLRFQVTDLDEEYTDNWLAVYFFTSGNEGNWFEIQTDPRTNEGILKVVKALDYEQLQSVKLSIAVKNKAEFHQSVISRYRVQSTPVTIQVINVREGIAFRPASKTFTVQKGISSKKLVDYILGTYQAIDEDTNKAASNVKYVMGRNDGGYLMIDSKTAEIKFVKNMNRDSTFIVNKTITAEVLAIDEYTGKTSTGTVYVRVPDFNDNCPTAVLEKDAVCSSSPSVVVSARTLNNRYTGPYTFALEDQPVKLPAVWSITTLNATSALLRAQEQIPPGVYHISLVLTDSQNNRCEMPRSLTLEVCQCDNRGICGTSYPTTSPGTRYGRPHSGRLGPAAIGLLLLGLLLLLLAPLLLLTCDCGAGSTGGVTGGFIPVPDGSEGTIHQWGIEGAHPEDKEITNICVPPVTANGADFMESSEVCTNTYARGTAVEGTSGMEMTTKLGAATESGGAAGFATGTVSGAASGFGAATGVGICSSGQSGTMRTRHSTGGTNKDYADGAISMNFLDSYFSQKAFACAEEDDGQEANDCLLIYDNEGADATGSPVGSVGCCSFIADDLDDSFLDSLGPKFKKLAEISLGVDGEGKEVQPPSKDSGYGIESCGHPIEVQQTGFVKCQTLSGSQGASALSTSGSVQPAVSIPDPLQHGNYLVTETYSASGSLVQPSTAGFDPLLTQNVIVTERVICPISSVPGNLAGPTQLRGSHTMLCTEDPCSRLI
# Arrestin-AP2 inh: human beta-arrestin and AP2 interaction inhibition. FITC-arrestin peptide / GST-AP2 beads, flow cytometry; AP2 beta2 appendage carries R879A mutation. inhibition, % at 10 µM. actives 0.31% (n = 340,000). AID 504490;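 active means inhibition above a set limit, near 3 SD of compounds lacking own fluorescence, cut at about 54% in these data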;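 further: plate controls were DMSO wells for no effect and 5 µM unlabelled arrestin peptide for full effect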
#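 test system = AP2 appendage R879A on GSH beads | buffer or medium = PBS plus Tween 20 (0.05%) and BSA (0.1%) | incubation = 12 min plus 1 h, RT | detection = bead flow cytometry, FITC channel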
# V-ATPase pHluor: regulators of yeast V-ATPase proton transport. AID 504577. response, % at 10 µM. actives 0.37% (n = 350,000). S. cerevisiae, pHLuorin cytosolic pH fluorescence; in the data active means response mostly above about 7.3%, no sharp cut-off; inactive means mostly below about 5.4%; further: actives read high; inactives centre near 0; some compounds called inactive have numbers as strong as hits; reference of the scale not given here
# Keap1-Nrf2 PPI: Keap1-Nrf2 (human) interaction inhibition; Q14145; Keap1 Kelch-Nrf2 peptide fluorescence polarization, 1536-well; inhibition, % at 9.4 µM; actives 0.15% (n = 340,000); in the data active means inhibition above about 12%;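 further: human Keap1 Kelch domain with fluorescein labeled Nrf2 9mer peptide probe; 0% = neutral control wells and 100% = peptide positive control; higher means more block of Keap1 binding to Nrf2 peptide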
# Wnt act: activates Wnt/beta-catenin signaling in a reporter cell assay. activation, % at 9.35 µM. AID 743398. actives 1.2% (n = 300,000). activator, plate reader; in the data active means activation above about 30%, passing the limit was not always enough;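 further: 0% = neutral control wells and 100% = positive control wells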
# MOR-DOR ag: agonists of human mu-delta opioid receptor heterodimerization; cells, OPRM1-OPRD1 heterodimerization, luminescence; activation, % at 9.3 µM; actives 0.3% (n = 340,000); AID 504326; in the data active means activation above about 18%;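 further: 0% = vehicle-treated cells and 100% = reference agonist; values of inactives mirror those of a sister screen read the other way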
# C-LANA FP: inhibitors of KSHV LANA C-terminal domain DNA binding | inhibition, % at 9 µM | actives 0.078% (n = 340,000) | MBP-C-LANA/FAM-LBS DNA binding, fluorescence polarization;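 active means highest replicate inhibition at or above 60% at 9 µM, even if other replicates fall short; inactive means all replicates below 60% inhibition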;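 further: 0% = neutral control wells and 100% = 4 µM acridine orange control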
# cardiac RTF act: cardiac RTF calcium sensitization; activation, % at 7.2 µM; AID 493008; P19429+P45379; actives 0.24% (n = 340,000); IANBD-labeled TnC RTF fluorescence at EC20 calcium; 0% EC20 calcium, 100% full calcium;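 active means activation above the mean over all tested compounds plus 3 SD, cut at about 30% in these data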;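 further: rise in fluorescence read as greater calcium sensitivity of cardiac thin filaments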
# RTF Ca sens inh: cardiac RTF calcium desensitization | actives 0.12% (n = 340,000) | IANBD-labeled cardiac RTF, Ca2+ fluorescence | inhibition, % at 7.15 µM;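 active means inhibition above the mean inhibition of all tested compounds plus 3 SD, cut at about 17% in these data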;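 further: assay run at fixed EC70 calcium of 1.6 mM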
# OPRM1-OPRD1 inv: mu-delta opioid heterodimer inverse agonism; P35372+P41143; cell-based MOR-DOR heterodimer luminescence; inhibition, % at 9.3 µM; actives 0.21% (n = 340,000); in the data active means inhibition above about 22%, passing the limit was not always enough;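 further: 0% = cells with DMSO and 100% = wells without cells with DMSO; values of inactives mirror those of a sister screen read the other way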
# Active calls of the source: *; nt = no result given. Compounds were not picked by outcome. Share with any hit: about 3.1%.
molecule	MOR-DOR ag	Keap1-Nrf2 PPI	Wnt act	C-LANA FP	Arrestin-AP2 inh	RTF Ca sens inh	OPRM1-OPRD1 inv	cardiac RTF act	V-ATPase pHluor	DSG3 Ab inh
O=C(NC1CCCCCCC1)C1c2ccccc2C(=O)N1Cc1cccs1 (centres undefined)	0.8	5	-2	-0.3	17	-12	-5	12	0	119
CS(=O)(=O)N1N=C(c2ccc(Br)cc2)CC1c1ccc2c(c1)OCO2 (centres undefined)	0.5	2	nt	3.0	4	-3	-3	-3	-2	138
Cc1ccc(-c2c(C)n([O-])c3c([n+]2=O)CCCCC3)o1	-0.1	-3	-4	1.1	2	6	1	8	1	nt
CC(C)CCn1c(SCC(=O)NC2CCS(=O)(=O)C2)nc2cc(Cl)ccc2c1=O (centres undefined)	-2.4	3	-4	-0.2	-12	-7	12	0	-2	105
CC(=O)Nc1c(C)ccc(CNC(=O)COc2cc(C)ccc2C)c1C	-4.1	0	-3	-2.5	-3	-11	22	-3	1	114
Cc1cccc(Oc2nc3c(c(=O)n(C)c(=O)n3C)n2C)c1	-2.7	-7	8	-0.5	11	-6	13	3	-3	111
CCc1nnc(NC(=O)CSc2nnc3c(C)cc4c(C)ccc(C)c4n23)s1	-1.3	-2	nt	-0.4	-1	2	7	2	-2	104
CCOC(=O)c1c(C)n(C)c2ccc(OC)c(NC(=O)CCN3CCSCC3)c12	-2.1	1	nt	-2.2	31	2	11	-2	1	96
NC(=O)C1(c2ccccc2)CCOCC1	-1.4	2	0	1.3	1	-10	6	0	0	97
CCCN(C(=O)c1cnccn1)c1c(N)n(Cc2ccccc2)c(=O)[nH]c1=O	0.8	-1	-1	-0.7	-1	1	-3	0	-3	112
O=C1NC(=O)/C(=C/c2ccc(OS(=O)(=O)c3ccc(F)cc3F)cc2)N1	nt	-5	4	-3.6	32	nt	nt	nt	2	103
CC(=O)Nc1ccc(NC(=O)CSc2nc3[nH]ncc3c(=O)n2-c2ccccc2)cc1	-1.8	2	-1	-0.3	-13	4	9	4	4	106
CCS(=O)(=O)c1ccc2c(c1)N(S(=O)(=O)c1ccc(Cl)cc1)CC(C(=O)O)O2 (centres undefined)	-2.6	-5	0	-1.2	-1	-2	13	9	-1	98
COC(=O)C(Cc1ccc(OC(=O)c2ccc(C)cc2)cc1)N1Cc2ccccc2C1=O (centres undefined)	-1.1	1	nt	-1.1	-4	-3	6	2	1	112
Cc1ccc(CNS(=O)(=O)c2ccc3oc(C(=O)O)c(C)c3c2)cc1	-0.8	-1	-7	-1.9	7	-8	4	5	-1	113
Cc1nc2scc(C)n2c(=O)c1S(=O)(=O)NC(C)c1ccccc1 (centres undefined)	-0.4	5	-1	-1.2	25	-3	2	4	3	91
O=c1c2c3c(sc2n2cnnc2n1CCc1ccccc1)CCCC3	1.4	0	nt	-1.1	33	-7	-8	1	-5	96
CCOC(=O)Nc1ccc2c(COC(=O)CNS(=O)(=O)c3ccc(NC(C)=O)cc3)cc(=O)oc2c1	-1.1	-5	9	0.6	-2	8	8	8	0	85
CN(C(=S)NC(=O)C12CC3CC(CC(C3)C1)C2)c1ccc(O)cc1	3.7	-7	15	-5.9	-14	-1	-15	3	0	nt
COC(=O)C[C@H]1c2cc(C(F)(F)F)ccc2S(=O)(=O)N1Cc1ccccc1	-2.4	1	-1	1.4	1	-2	13	1	0	102
COc1ccc(S(=O)(=O)NCc2cccnc2)cc1C	1.7	-1	-1	-0.3	-13	-9	-8	2	1	90
N#Cc1c(-c2ccccc2)nc(SCc2nc(N)nc(N3CCCCC3)n2)[nH]c1=O	-1.5	-4	nt	0.7	33	-16	9	-3	0	99
CCCCn1c(Cl)nc2c1c(=O)n(C)c(=O)n2C	-0.9	2	1	2.3	14	-6	5	9	-2	99
CN(CC(=O)Nc1ccccc1Br)C(=O)CCCSc1nc2ccccc2[nH]1	-1.1	-3	2	-0.6	-3	3	6	6	-3	98
COc1cc(NC(=O)NCC2CCN(Cc3ccccc3C)CC2)cc(OC)c1OC	-1.7	0	0	-0.4	-9	-9	10	-2	-1	86
CCCCN1CC(COCc2ccccc2)Oc2cccc(Oc3cc(C)c(C)c(C)c3)c2S1(=O)=O (centres undefined)	-2.2	-3	-9	-1.1	10	-6	10	9	3	94
O=C(Cn1ncc2c(=O)oc3ccccc3c21)N1CCCc2ccccc21	-1.5	3	nt	-2.2	4	0	8	-8	-7	74
O=C(c1ccc(OC2CCN(Cc3ccc(F)cc3)CC2)cc1)N1CCCC1	-0.3	-4	-2	0.0	7	-10	2	2	-3	108
Cc1ccccc1OCC(=O)N/N=C/c1cc2ccccc2nc1Cl	0.8	-3	nt	0.4	-3	0	-4	5	-1	97
C=C1C(O)C[C@H]2C(=C)CCC3[C@H](OC(=O)[C@]3(O)CO)[C@@H]12 (some centres undefined)	0.2	0	0	1.5	4	3	-1	-5	-2	96

# One compound at a time, as listed above.
# Cc1nc2scc(C)n2c(=O)c1S(=O)(=O)NC(C)c1ccccc1 (centres undefined) as listed: MOR-DOR ag: -0.4; Keap1-Nrf2 PPI: 5; Wnt act: -1; C-LANA FP: -1.2; Arrestin-AP2 inh: 25; RTF Ca sens inh: -3; OPRM1-OPRD1 inv: 2; cardiac RTF act: 4; V-ATPase pHluor: 3; DSG3 Ab inh: 91
# O=C(Cn1ncc2c(=O)oc3ccccc3c21)N1CCCc2ccccc21 as listed: MOR-DOR ag: -1.5; Keap1-Nrf2 PPI: 3; Wnt act: nt; C-LANA FP: -2.2; Arrestin-AP2 inh: 4; RTF Ca sens inh: 0; OPRM1-OPRD1 inv: 8; cardiac RTF act: -8; V-ATPase pHluor: -7; DSG3 Ab inh: 74

# (cont.)
molecule	MOR-DOR ag	Keap1-Nrf2 PPI	Wnt act	C-LANA FP	Arrestin-AP2 inh	RTF Ca sens inh	OPRM1-OPRD1 inv	cardiac RTF act	V-ATPase pHluor	DSG3 Ab inh
CCCC(=O)Nc1ccc2c(c1)nc1n2CCN(CCOC)C1	nt	1	-2	0.3	-14	-2	nt	0	2	101
CN(C)c1ccc(C(=O)N(Cc2ccccc2)Cc2ccccc2)cc1	11	-4	-1	-2.2	45	-8	-53	-4	8	96
COc1ccc2cnn(-c3ccc(C)cc3)c(=O)c2c1OC	-1.3	-9	4	-1.8	-4	0	6	2	10	140
COc1ccc(S(=O)(=O)CCC(=O)N2c3ccccc3CC2C)cc1 (centres undefined)	-0.4	-6	-2	0.8	-6	1	2	-5	-4	107
CC(=O)SCC(C)C(=O)NCc1ccccc1 (centres undefined)	-0.2	1	3	0.3	-5	-9	1	2	5	82
CCNc1ccc(Br)cc(C(=O)/C=C/c2ccc3c(c2)OCO3)c1=O	2.2	-6	nt	1.2	25	10	-13	-4	5	95
Cc1ccccc1C(=O)N/N=C/c1ccc([N+](=O)[O-])s1	3.4	3	nt	0.4	-2	1	-20	1	0	104
CC(C)NS(=O)(=O)c1ccc(NC(=S)NC(=O)c2ccc(-c3ccccc3)cc2)cc1	-1.9	-4	nt	1.3	21	-1	10	-3	2	99
CC1Cc2ccccc2N1C(=S)Nc1ccc(S(N)(=O)=O)cc1 (centres undefined)	-1.1	-1	nt	1.0	-55	-4	6	2	0	834
CCOC(=O)c1oc2cc(OC(C)=O)ccc2c(=O)c1-c1ccc(OC)c(OC)c1	-1.9	-4	-2	1.7	5	-4	9	3	1	107
COC(=O)CNc1n[nH]c(=S)[nH]c1=O	-2.5	1	1	1.8	33	-3	11	-1	-2	113
Cc1cc(=O)n(CNC(=O)c2ccccc2)c(=S)[nH]1	2.4	-4	nt	2.0	1	-13	-14	11	0	95
Cn1nc(-c2ccccc2)c(CO)c1Sc1ccccc1	-1.2	4	1	-0.2	35	0	6	6	0	99
CC(NC(=O)NNC(=O)c1ccncc1)(C(F)(F)F)C(F)(F)F	-3.0	-3	3	0.5	-6	-4	14	-2	-3	119
Cc1ccc(-c2nnn(CC(=O)NC3CCN(Cc4ccccc4)CC3)n2)cc1	0.2	-4	nt	nt	11	-12	-1	4	2	nt
CCC(C)NC(=O)COc1ccccc1[N+](=O)[O-] (centres undefined)	-1.4	-2	nt	2.1	-4	5	7	2	-2	nt
Cc1ccccc1OCCOC(=O)c1ccc(S(=O)(=O)N2CCCC2)cc1	1.8	-2	-5	-0.9	14	-3	-7	0	-2	98
CN1CCN(c2c(/C=N/O)c3ccccc3n2C)CC1	-3.3	-2	0	-0.2	11	-2	15	1	-1	95

# A different layout for 13 compounds above:
# Order of results: MOR-DOR ag, Keap1-Nrf2 PPI, Wnt act, C-LANA FP, Arrestin-AP2 inh, RTF Ca sens inh, OPRM1-OPRD1 inv, cardiac RTF act, V-ATPase pHluor, DSG3 Ab inh
CCNc1ccc(Br)cc(C(=O)/C=C/c2ccc3c(c2)OCO3)c1=O
  2.2, -6, nt, 1.2, 25, 10, -13, -4, 5, 95
Cc1ccccc1C(=O)N/N=C/c1ccc([N+](=O)[O-])s1
  3.4, 3, nt, 0.4, -2, 1, -20, 1, 0, 104
CC(C)NS(=O)(=O)c1ccc(NC(=S)NC(=O)c2ccc(-c3ccccc3)cc2)cc1
  -1.9, -4, nt, 1.3, 21, -1, 10, -3, 2, 99
CC1Cc2ccccc2N1C(=S)Nc1ccc(S(N)(=O)=O)cc1 (centres undefined)
  -1.1, -1, nt, 1.0, -55, -4, 6, 2, 0, 834
CCOC(=O)c1oc2cc(OC(C)=O)ccc2c(=O)c1-c1ccc(OC)c(OC)c1
  -1.9, -4, -2, 1.7, 5, -4, 9, 3, 1, 107
COC(=O)CNc1n[nH]c(=S)[nH]c1=O
  -2.5, 1, 1, 1.8, 33, -3, 11, -1, -2, 113
Cc1cc(=O)n(CNC(=O)c2ccccc2)c(=S)[nH]1
  2.4, -4, nt, 2.0, 1, -13, -14, 11, 0, 95
Cn1nc(-c2ccccc2)c(CO)c1Sc1ccccc1
  -1.2, 4, 1, -0.2, 35, 0, 6, 6, 0, 99
CC(NC(=O)NNC(=O)c1ccncc1)(C(F)(F)F)C(F)(F)F
  -3.0, -3, 3, 0.5, -6, -4, 14, -2, -3, 119
Cc1ccc(-c2nnn(CC(=O)NC3CCN(Cc4ccccc4)CC3)n2)cc1
  0.2, -4, nt, nt, 11, -12, -1, 4, 2, nt
CCC(C)NC(=O)COc1ccccc1[N+](=O)[O-] (centres undefined)
  -1.4, -2, nt, 2.1, -4, 5, 7, 2, -2, nt
Cc1ccccc1OCCOC(=O)c1ccc(S(=O)(=O)N2CCCC2)cc1
  1.8, -2, -5, -0.9, 14, -3, -7, 0, -2, 98
CN1CCN(c2c(/C=N/O)c3ccccc3n2C)CC1
  -3.3, -2, 0, -0.2, 11, -2, 15, 1, -1, 95

# Compound activity from PubChem BioAssay.
